SNCA expr inhib: Primary qHTS assay for inhibitors of alpha-synuclein gene (SNCA) expression; HEK-293 SNCA-luciferase knock-in, luminescence, 24 h; Potency, µM (top dose mostly 57.2 µM), for the others: top-dose activity change, negative = inhibition, usual class: inhibitors; actives 0.17% (n = 140,000);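 further: potency means the concentration at half of the fitted maximal effect; plate controls were DMSO cells for no effect and cell-free wells for full effect; nearly all actives have a fitted effect of over 45% in size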
3T3 cytotox: Cytotoxic Profiling in NIH 3T3 Cell Line of Diverse Libraries Using Quantitative High-Throughput Screening. Potency, µM (titrated, usually from 96.7 µM), inactives show at the top dose activity change, negative = cytotoxicity, usual class: inhibitors. actives 4.3% (n = 94,000). NIH 3T3 viability, CellTiter-Glo ATP luminescence, 48-72 h; further: potency means the concentration at half of the fitted maximal effect; nearly all actives have a fitted effect of over 55% in size
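Cells were seeded at 400 per well, treated with pin-transferred compound, and kept 48 or 72 hr at 37 °C before CellTiter-Glo addition and luminescence imaging of cellular ATP.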
IP6K1 inh: Primary qHTS assay for small molecule inhibitors of Inositol hexaphosphate kinase 1 (IP6K1); Inositol hexakisphosphate kinase 1 (Homo sapiens), Q92551; IP6K1 kinase, ADP-Glo luminescence, 2 h; stronger effect = lower value; activity change, % (series mostly up to about 58 µM); actives 0.81% (n = 140,000); in the data active means activity change below about -25%
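ADP-Glo luminescence measures ADP made by human IP6K1 during a 2 h RT reaction with ATP/IP6 (mix at 1.3 mM/130 uM); top library doses 57.5 and 19.1 uM final.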
HEK293 viab: GF-AFC viability counterscreen for inhibitors of alpha-synuclein gene (SNCA) expression | Potency, µM (highest dose often 57.1 µM), inactives show at the top dose activity change, negative = cytotoxicity, most hits filed as cytotoxic | HEK-293-SNCA-luc viability, GF-AFC fluorescence, 24 h | actives 0.12% (n = 150,000) | AID 1671193, 2021;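 further: potency means the concentration at half of the fitted maximal effect; 0% = DMSO-treated cells and -100% = medium-only wells without cells; nearly all actives have a fitted effect of over 30% in size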
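Cytotoxicity counterscreen: after 24 h compound treatment of genome-edited SNCA-luciferase HEK-293 cells, live-cell protease substrate GF-AFC read by fluorescence after 30 min; activity scaled between DMSO (0%) and medium-only (-100%), curves Hill-fitted.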
GPT2 inhibitor: Primary qHTS assay for inhibitors of Glutamate pyruvate transaminase 2 (GPT2); Alanine aminotransferase 2 (Homo sapiens), Q8TD30; Recombinant GPT2, coupled pyruvate oxidase/HRP Amplex Red fluorescence; Potency, µM (top dose mostly 57.7 µM), for inactives: top-dose activity change, negative = inhibition, most hits filed as inhibitors; actives 0.25% (n = 100,000); AID 1671188, 2021; further: potency means the concentration at half of the fitted maximal effect; nearly all actives have a fitted effect of over 60% in size; many of its hits are not listed in these tables
Target sequence (Q8TD30 whole entry, looked up): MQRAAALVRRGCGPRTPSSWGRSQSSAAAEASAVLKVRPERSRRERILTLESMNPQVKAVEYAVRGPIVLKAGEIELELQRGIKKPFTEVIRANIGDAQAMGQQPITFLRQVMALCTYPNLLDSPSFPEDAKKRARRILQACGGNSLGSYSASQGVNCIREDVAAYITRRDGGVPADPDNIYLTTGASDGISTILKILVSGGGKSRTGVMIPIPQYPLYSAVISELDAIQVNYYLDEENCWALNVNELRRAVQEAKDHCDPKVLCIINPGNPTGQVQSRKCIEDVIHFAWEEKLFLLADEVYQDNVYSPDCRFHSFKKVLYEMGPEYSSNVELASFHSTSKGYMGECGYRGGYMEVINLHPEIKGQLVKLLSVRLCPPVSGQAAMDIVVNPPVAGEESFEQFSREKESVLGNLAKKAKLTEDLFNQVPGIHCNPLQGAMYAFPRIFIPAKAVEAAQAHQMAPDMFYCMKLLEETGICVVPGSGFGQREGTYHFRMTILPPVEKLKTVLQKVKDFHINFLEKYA
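GPT2 10ng/uL, a-KG 250uM, L-Ala 2mM, HEPES pH7.5 + 0.0001% Tween; 30 min RT. Then Amplex mix (PO/HRP/ThPP), 30 min RT dark, fluorescence. AOA 50uM used as positive control.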
Luciferase inh: Firefly luciferase inhibition profiling of diverse chemical library using quantitative high-throughput screening | Potency, µM (series often up to 115 µM), without a hit: at the highest dose activity change, negative = inhibition, usual class: inhibitors | actives 2.5% (n = 76,000) | AID 1347043, 2019 | purified P. pyralis luciferase, luminescence, biochemical | Luciferin 4-monooxygenase (Photinus pyralis), P08659; further: potency means the concentration at half of the fitted maximal effect; nearly all actives have a fitted effect of over 65% in size
Target sequence (P08659 whole entry, looked up): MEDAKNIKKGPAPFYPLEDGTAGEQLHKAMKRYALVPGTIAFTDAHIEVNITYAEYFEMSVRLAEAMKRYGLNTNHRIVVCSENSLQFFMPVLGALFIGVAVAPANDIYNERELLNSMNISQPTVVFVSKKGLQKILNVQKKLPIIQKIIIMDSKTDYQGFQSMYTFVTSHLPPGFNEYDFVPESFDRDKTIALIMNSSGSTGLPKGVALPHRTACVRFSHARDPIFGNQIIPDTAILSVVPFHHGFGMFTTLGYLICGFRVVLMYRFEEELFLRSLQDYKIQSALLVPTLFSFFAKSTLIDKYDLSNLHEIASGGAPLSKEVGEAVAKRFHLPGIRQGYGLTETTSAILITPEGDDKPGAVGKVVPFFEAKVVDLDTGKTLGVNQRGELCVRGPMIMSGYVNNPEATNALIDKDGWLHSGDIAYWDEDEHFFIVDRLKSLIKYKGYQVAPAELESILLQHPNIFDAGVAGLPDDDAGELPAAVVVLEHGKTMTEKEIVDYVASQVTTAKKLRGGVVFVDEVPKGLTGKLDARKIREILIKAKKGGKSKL
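Cell-free enzyme assay, 10nM P. pyralis luciferase, luciferin and ATP each at 10uM. Inhibition profiled over a 6-point titration, read as luminescence.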
HEK293 tox: Cytotoxic Profiling in HEK 293 Cell Line of Diverse Libraries Using Quantitative High-Throughput Screening; actives 6.6% (n = 94,000); AID 1345083, 2018; HEK 293 viability, ATP luminescence (CellTiter-Glo), 48-72 h; Potency, µM (series often up to 115 µM), for the others: at the highest dose activity change, negative = cytotoxicity, actives largely listed as inhibitors; further: potency means the concentration at half of the fitted maximal effect; nearly all actives have a fitted effect of over 60% in size
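Pintool-delivered compounds were incubated with HEK 293 cells (250 cells/well) at 37 degree Celsius for 48 or 72 hr. ATP-dependent luminescence (CellTiter-Glo) then reported remaining viable cells.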
Starred values were filed as active, the others as inactive; i = inactive; ? = inconclusive; . = not tested or not shown; & = joins results of further samples; [ ] = another dose, or the depositor's remark. Unless noted, the call rests on the fitted dose curve; in most records, active means well fitted curve in the direction sought with a large enough effect; inconclusive means small, poorly fitted or top-dose-only effect, or another doubt; inactive means no such curve, though single readings can be large; an effect the other way counts as inactive or inconclusive. Unless noted, on the % scale 0 is the no-effect control and ±100 the full control effect. These rows are one share of the data; count on the stated rates, not on these rows.

SMILES	SNCA expr inhib	3T3 cytotox	IP6K1 inh	HEK293 viab	GPT2 inhibitor	Luciferase inh	HEK293 tox
O=C(Nc1ccc(F)c(F)c1)N1CCc2c(c3ccccc3n2CC2CC2)C1	?	?	-7	-10%	-15%	-21%	13µM*
COc1ccc(OC)c(CCNC(=O)CCCn2c(=O)c3cccn3c3ccccc32)c1	3%	.	8	-9%	.	.	.
COCCNC(=O)c1cc(-c2ccccc2F)cc2c1OCCN2Cc1cccnc1	-15%[87.6 µM]	89µM*	-15	?	2%[88.5 µM]	7%[172 µM]	?
CC(C)c1ccc(NC(=O)c2cc3c(=O)oc4ccccc4c3s2)cc1	50%[activator]	.	-20	2%	.	.	.
C[C@@H](NCc1ccc(F)cc1)c1onc(-c2ccc(Cl)cc2)c1C(=O)O	6%[87.6 µM]	-16%[138 µM]	5	4%[87.6 µM]	2%[88.5 µM]	3%[172 µM]	-9%[172 µM]
CO[C@H]1C(=O)N(C(C)C)[C@H]1C1CCN(S(=O)(=O)Cc2ccccc2F)CC1	-16%	-21%	17	-6%	i	-10%	-30%
COc1ccccc1NC(=O)Cn1c(=O)n(Cc2ccccc2)c(=O)c2ccccc21	-5%	.	-10	-2%	.	.	.
Cc1cccc(-c2nc3scc(CCNS(=O)(=O)c4ccc(Oc5ccccc5)cc4)n3n2)c1	-18%	.	3	?	.	.	.
O=C(NCc1c[nH]c2ncccc12)c1ccccn1	?	-14%[138 µM]	14	3%[87.6 µM]	i	-11%[172 µM]	-22%[172 µM]
Cc1cccc(OCC(=O)NCCn2cccc2-c2nc(-c3ccc4c(c3)OCO4)no2)c1	-7%	?	3	?	i	14µM*	?
Cc1cccc(-c2nc(CSCC(=O)NCCc3ccc(Cl)cc3)c(C)o2)c1	-10%	.	5	-1%	.	.	.
O=C(c1cccnc1)N1CCn2ncc(C(=O)N3CCOCC3)c2C1	?	i	7	-5%	2%	.	-11%
O=C(NC1CCCN(c2nc3ncccc3o2)C1)c1ccccc1F (stereo unspecified)	5%	-14%	14	1%	-41%	-13%	-14%
COCCCNC(=O)C1CCN(c2ccnc3ccnn23)CC1	-18%[87.6 µM]	-27%[138 µM]	-4	2%[87.6 µM]	i	.	-16%[172 µM]
CN(Cc1ccccc1C(F)(F)F)C1CCCc2ccccc21 (stereo unspecified)	36%[activator][87.6 µM]	-18%[138 µM]	20	5%[87.6 µM]	3%[88.5 µM]	-2%[172 µM]	-16%[172 µM]
COc1cccc(CN2CCn3c(nnc3[C@@H]3C[C@@H](O)CN3Cc3ccccc3)C2)c1	8%	-8%	-6	4%[12.5 µM]	i	4%	i
Cc1cn2nc(C(=O)N3CCN(C(=O)c4ccco4)CC3)cc2c(N2CCCC2)n1	?	-30%	-2	?	3%	-10%	-5%
CC(NC(=O)COc1ccc(F)cc1F)c1ccccc1-n1cccn1 (stereo unspecified)	-19%	-25%	-6	4%	-16%	7%	-14%
Cc1ccccc1CN1CCCC(COc2ccccc2C(=O)N2CCCC2)C1 (stereo unspecified)	-16%	?	1	1%	-8%	-3%	?
Cc1ccc(-n2nc(C)c3c(C(F)(F)F)cc(-c4cccnc4)nc32)cc1C	5%	.	-4	-3%	.	.	.
CCc1ccc(NC(=O)C2CCCN(S(=O)(=O)c3ccc(F)cc3)C2)cc1 (stereo unspecified)	-12%	.	5	-1%	.	.	.
COc1ccc(OC)c(NC(=O)Cn2c(=O)n(Cc3ccccc3)c(=O)c3ccccc32)c1	16%	.	25	-9%	.	.	.
COCc1nnc2n1CCC(NC(=O)CCc1c(C)nn(C)c1C)CC2 (stereo unspecified)	6%	-3%	-6	10%	-3%	-12%	-5%
COc1cc(NC(=O)C(CC(C)C)NS(=O)(=O)c2ccc3c(c2)CCCC(=O)N3)cc(OC)c1 (stereo unspecified)	-13%	.	-3	7%	.	.	.
CCN1C(=O)Cc2ccccc2C1C(=O)NCc1ccc(Cl)cc1 (stereo unspecified)	18%	-12%	3	4%	?	-5%	-26%
Cc1noc(C)c1-c1cc2cc(C(C)C)oc2c(NC(C)C)n1	62%[activator][87.6 µM]	79µM*	-6	?	-6%[88.5 µM]	1%[172 µM]	89µM*
CCOc1ccc(C(=O)N(Cc2ccc(C(C)C)cc2)Cc2ccco2)cc1	15%	.	31	9%	.	.	.
Cc1nc(C(=O)N2CC[C@H](NS(=O)(=O)c3cccs3)C[C@H]2C(=O)N[C@H](Cc2c[nH]c3ccccc23)C(N)=O)cs1	0%	2%	-7	1%	-8%	7%	i
O[C@@H]1C[C@@H](c2nc(-c3ccccc3)no2)N(Cc2ccncc2)C1	118%[activator][87.6 µM]	-29%[138 µM]	-3	-6%[87.6 µM]	i	?	?
CCOc1ccccc1NC(=O)CC1CCCN(c2cnn(CCOC)c(=O)c2)C1 (stereo unspecified)	-4%	?	-3	2%	i	0%	-12%
COc1ccccc1NC(=O)C(C)Sc1nnc2ccc3ccccc3n12 (stereo unspecified)	-8%	.	-13	-3%	.	.	.
O=[S+]([O-])(c1ccc(Cl)cc1)c1nnn2c1nc(N1CCC(F)CC1)c1ccccc12	5%	-33%	-5	6%	-4%	.	5%
Cc1ccc(NC(=O)Cn2nc(C)c3nn(-c4ccc(Cl)cc4)c(C)c3c2=O)cc1F	-9%	.	4	?	.	.	.
Cc1cc(=O)n(CC(=O)Nc2ccc3c(c2)OCCO3)c(-c2ccc(Cl)cc2)n1	26%	?	4	-14%	i	-5%	?
COc1ccccc1CNc1ncnc2onc(-c3ccc(F)cc3)c12	-4%	.	-5	17%	.	.	.
COc1cccc(Nc2n[nH]c(C(O)c3cccc(C(F)(F)F)c3)n2)c1 (stereo unspecified)	?	?	-4	-4%[87.6 µM]	?	3%[172 µM]	79µM*
CCOc1ccc(/C=C(\C#N)C(=O)Nc2sc3c(c2C(=O)OC)CCC3)cc1OC	-12%	.	12	-3%	.	.	.
CCS(=O)(=O)N1CCN(C2CCN(CCC(C)C)C2=O)CC1 (stereo unspecified)	-3%	-6%	17	-4%	4%	2%	-4%
CS(=O)(=O)N1C[C@H]2CCN(Cc3ccc(Cl)cc3F)C[C@H]21	3%	-20%	30	-5%[12.5 µM]	-5%	5%	?
COCCN1CCOC[C@H]2CCN(C(=O)CCC3CCCC3)C[C@H]21	63%[activator]	-2%	4	0%	i	?	-20%
O=S(=O)(c1ccc(Cl)cc1Cl)n1ccnc1	16%	.	-1	-8%	.	.	.
Cc1ccc2c(c1)c1c(n2CCc2ccc(C)nc2)CCN(C)C1	-25%	.	50	8%&-3%	4%	.	.
CCCn1cc(CN2C[C@@H]3C(=O)N(Cc4ccc5c(c4)OCO5)C(=O)[C@@H]3C2)c2ccccc21	-6%	-29%	-6	-3%	-3%	14%	?
COc1cccc(-c2cccc(C(=O)N3C[C@H](CO)C[C@H](CN(C)C)C3)c2)c1	3%	-19%	25	3%	i[11.5 µM]	6%	-3%
CCOc1ccccc1NC(=O)c1ccc2c(Cl)c3c(nc2c1)CCCC3	8%	.	-14	6%	.	.	.
COCCn1c(C)cc(C(=O)N2C[C@@H](CO)[C@H](c3ccccn3)C2)c1C	-4%	-11%	0	-1%	i	7%	-20%
COc1ncc(-c2ccnc(-c3nnc(C)n3CCc3ccccc3)c2)cn1	-30%[87.6 µM]	100µM*	-9	13%[87.6 µM]	4%[88.5 µM]	-1%[172 µM]	-5%[172 µM]
Cc1ccccc1CC(=O)Nc1ccc2ncnc(N3CCCCC3)c2c1	?	?	7	-30%	i	0%	40µM*
O=C(C1[C@H]2CNC[C@@H]12)N1CCC(c2nccn2Cc2ccncc2)CC1 (stereo partly specified)	8%	-1%	-2	-5%	-9%	-2%	-14%
CCN(CCCNC(=O)c1cc2c(Cl)nc3ccccc3c2s1)Cc1ccccc1	1%	.	7	3%	.	.	.

A draw from above in order of length of the SMILES, smallest number first:
SMILES	SNCA expr inhib	3T3 cytotox	IP6K1 inh	HEK293 viab	GPT2 inhibitor	Luciferase inh	HEK293 tox
COCCCNC(=O)C1CCN(c2ccnc3ccnn23)CC1	-18%[87.6 µM]	-27%[138 µM]	-4	2%[87.6 µM]	i	.	-16%[172 µM]
CN(Cc1ccccc1C(F)(F)F)C1CCCc2ccccc21 (stereo unspecified)	36%[activator][87.6 µM]	-18%[138 µM]	20	5%[87.6 µM]	3%[88.5 µM]	-2%[172 µM]	-16%[172 µM]
Cc1ccccc1CC(=O)Nc1ccc2ncnc(N3CCCCC3)c2c1	?	?	7	-30%	i	0%	40µM*
COCCN1CCOC[C@H]2CCN(C(=O)CCC3CCCC3)C[C@H]21	63%[activator]	-2%	4	0%	i	?	-20%
CCOc1ccc(C(=O)N(Cc2ccc(C(C)C)cc2)Cc2ccco2)cc1	15%	.	31	9%	.	.	.
COc1cccc(Nc2n[nH]c(C(O)c3cccc(C(F)(F)F)c3)n2)c1 (stereo unspecified)	?	?	-4	-4%[87.6 µM]	?	3%[172 µM]	79µM*
Cc1ccc(-n2nc(C)c3c(C(F)(F)F)cc(-c4cccnc4)nc32)cc1C	5%	.	-4	-3%	.	.	.
Cc1cn2nc(C(=O)N3CCN(C(=O)c4ccco4)CC3)cc2c(N2CCCC2)n1	?	-30%	-2	?	3%	-10%	-5%
COc1cccc(CN2CCn3c(nnc3[C@@H]3C[C@@H](O)CN3Cc3ccccc3)C2)c1	8%	-8%	-6	4%[12.5 µM]	i	4%	i
O=[S+]([O-])(c1ccc(Cl)cc1)c1nnn2c1nc(N1CCC(F)CC1)c1ccccc12	5%	-33%	-5	6%	-4%	.	5%
CCCn1cc(CN2C[C@@H]3C(=O)N(Cc4ccc5c(c4)OCO5)C(=O)[C@@H]3C2)c2ccccc21	-6%	-29%	-6	-3%	-3%	14%	?

Other structures
SMILES	SNCA expr inhib	3T3 cytotox	IP6K1 inh	HEK293 viab	GPT2 inhibitor	Luciferase inh	HEK293 tox
O=C(CC1CCCC1)N1CC[C@@H]2COCCN(Cc3ccccc3)[C@@H]2C1	-7%	-28%	2	-7%	i	7%	79µM*
CC(=O)N1C[C@@H](C(=O)NCc2ccc(F)c(Cl)c2)[C@H](c2nc(C)no2)C1	28%	-15%	29	-9%	1%	1%	4%
O=C(NCc1ccccn1)c1cn2cc(-c3ccccc3)sc2n1	123%[activator]	?	-6	4%	5%	.	50µM*
CC(C)(C)C1CCc2nc(NC(=O)c3cccc(Cl)c3)sc2C1 (stereo unspecified)	?	.	4	-13%	.	.	.

Screening results as filed in PubChem BioAssay.
